Bioassay records as filed in PubChem BioAssay.
697 NFkB inh: inhibitors of the PMA/ionomycin-induced NF-kB reporter in 697 B cells | 697 B-cell NF-kB luciferase reporter, 16 h | inhibition, % at 4 µM | actives 0.33% (n = 330,000); in the data active means inhibition above about 35%
XBP1 UPR activ: adaptive UPR (XBP1) activation; CHO-XBP1 luciferase reporter, IRE1-XBP1 UPR activation, luminescence; percent of tunicamycin response, DMSO as zero; activation, % at 20 µM; actives 0.33% (n = 330,000);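 active means versus positive control, 20 µM dose yields 30% or more activation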;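 further: 100% = tunicamycin at 10 µg/mL and 0% = DMSO only wells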
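Material: CHO cell line with stable XBP1 luciferase reporter; buffer or medium: F12 medium containing 10% fetal bovine serum; compound: single point, 20 µM final compound, 1% DMSO; incubation: 6 h treatment, 37 °C; measured by: glow luminescence from Steady-Glo reagent; evaluation: activation, % of tunicamycin; control set: tunicamycin high, DMSO low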
CHOP UPR activ: activators of apoptotic arm of unfolded protein response (CHOP); actives 0.34% (n = 330,000); AID 449763; CHO-CHOP luciferase reporter, UPR activation, luminescence; percent of tunicamycin response over DMSO baseline; activation, % at 10 µM;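 active means at 10 µM dose, activation of 40% or more, normalized to positive control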;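 further: 100% = tunicamycin at 10 µg/mL and 0% = DMSO alone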
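Test system: CHO CHOP reporter cells. Input: 500 CHO-CHOP cells per well. Medium: F12 with 10% FBS. Technique: luciferase luminescence. Measure: percent activation relative to tunicamycin control. Dosing: 10 µM compound, 0.5% DMSO. Timing: 16-18 h cell attachment, then 6 h compound exposure, 37 °C.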
Mdm2-MdmX inh: disrupts the human Mdm2-MdmX interaction; O15151+Q00987; SaOS-2 split-luciferase Mdm2/MdmX complementation, luminescence; inhibition, % at 8 µM; actives 3% (n = 330,000);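 active means inhibition of at least 50% at 8 µM in the primary screen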
Jurkat NFkB inh: lowers PMA/ionomycin-induced NF-kB signal in Jurkat cells. inhibition, % at 4 µM. PMA/ionomycin-induced NF-kB luciferase reporter, luminescence. actives 0.53% (n = 330,000). AID 435003; in the data active means inhibition above about 50%
EBI2 antag: EBI2 (human) antagonism. actives 0.81% (n = 360,000). inhibition, % at 5 µM. EBI2 beta-arrestin recruitment, luminescence, 7a,25-OHC stimulated. P32249; in the data active means inhibition above about 38%;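 further: enzyme fragment complementation signal reports receptor beta-arrestin coupling in cells; 0% = agonist plus DMSO wells and 100% = wells without agonist; some results beyond the cut were filed as inactive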
Gli-Sufu block: blocks Gli-Sufu signaling in a luciferase reporter; Sufu-KO-LIGHT fibroblasts, Gli luciferase reporter luminescence; actives 0.74% (n = 340,000); AID 588413; inhibition, % at 5 µM;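 active means inhibition above about 55%, limit read from the data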;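 further: 0% = DMSO-treated cells and 100% = wells with medium but no cells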
CCR6 antag: antagonists of human CCR6 receptor | inhibition, % at 20 µM | AID 493098 | CHO-K1 CCR6 PathHunter beta-arrestin, luminescence, CCL20-stimulated | P51684 | actives 0.49% (n = 340,000);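 active means compounds whose inhibition of the agonist-driven luminescence signal at 20 µM reaches about 50%, limit read from the data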;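 further: cells stimulated with CCL20 at 14 nM final; plate controls were DMSO with CCL20 for no effect and DMSO without agonist for full effect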
Target sequence (P51684 whole entry, looked up): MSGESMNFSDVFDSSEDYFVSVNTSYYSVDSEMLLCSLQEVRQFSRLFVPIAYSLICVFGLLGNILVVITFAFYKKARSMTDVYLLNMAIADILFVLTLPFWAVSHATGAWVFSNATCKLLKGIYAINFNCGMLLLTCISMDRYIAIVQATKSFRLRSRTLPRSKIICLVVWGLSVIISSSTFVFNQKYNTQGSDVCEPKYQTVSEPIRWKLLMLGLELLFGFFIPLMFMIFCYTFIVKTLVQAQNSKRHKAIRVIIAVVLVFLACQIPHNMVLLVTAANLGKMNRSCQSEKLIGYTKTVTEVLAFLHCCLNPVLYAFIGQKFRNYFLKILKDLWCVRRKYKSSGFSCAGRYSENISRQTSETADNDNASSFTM
CXCR6 block: blocks human CXCR6 beta-arrestin recruitment | O00574 | CHO-K1 PathHunter CXCR6 beta-arrestin, luminescence | inhibition, % at 20 µM | actives 0.36% (n = 360,000); in the data active means inhibition above about 34%, passing the limit was not always enough;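 further: antagonist mode with CXCL16 agonist at 10 nM final; 0% = 10 nM CXCL16 with DMSO and 100% = unstimulated wells without agonist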
Target sequence (O00574 whole entry, looked up): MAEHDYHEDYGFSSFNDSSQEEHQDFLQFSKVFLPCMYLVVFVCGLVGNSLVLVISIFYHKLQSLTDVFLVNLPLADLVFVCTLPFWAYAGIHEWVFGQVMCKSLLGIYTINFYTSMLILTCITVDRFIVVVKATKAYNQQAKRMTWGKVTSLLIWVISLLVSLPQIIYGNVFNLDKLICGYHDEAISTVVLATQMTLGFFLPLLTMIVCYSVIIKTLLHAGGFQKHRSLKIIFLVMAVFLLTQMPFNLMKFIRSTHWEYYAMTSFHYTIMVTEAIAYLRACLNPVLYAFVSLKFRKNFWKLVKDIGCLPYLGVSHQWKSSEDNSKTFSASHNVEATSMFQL
* marks the source's active call; other numbers are inactive results; x = not tested or not shown.

Every second line gives: 697 NFkB inh, XBP1 UPR activ, CHOP UPR activ, Mdm2-MdmX inh, Jurkat NFkB inh, EBI2 antag, Gli-Sufu block, CCR6 antag, CXCR6 block
CC1(C)Cc2ccccc2C2CC(O)C(=O)N21 (configuration not stated)
  -5, -1, -1.2, 11, 7, 6, 9, 7, -3
c1ccc(-c2csc3ncnc(N4CCc5ccccc5C4)c23)cc1
  x, x, x, x, x, 30, 5, 14, -4
CCOC(=O)N1CCN(C(=O)Nc2ccccc2)CC1
  12, 0, 0.4, -17, 25, -7, -21, 7, -8
COc1cccc(CN2CCNC(=O)C2CC(=O)N(C)C2CCCCC2)c1 (configuration not stated)
  10, -2, 1.3, 24, -6, 0, -12, 18, 5
COc1cc(NC(=O)c2ccc(-c3cccc([N+](=O)[O-])c3)o2)ccc1NC(=O)C(C)C
  3, -4, 2.0, 28, -36, -28, 7, 6, 1
Cc1nn(CCCC(=O)NCCc2ccc(Cl)cc2)c(=O)c2nn(-c3ccccc3)c(C)c12
  6, -2, 10, 48, 15, 4, 9, 21, 2
CC1CN(C(=O)c2cccc(S(=O)(=O)NCc3ccccc3)c2)CC(C)O1 (configuration not stated)
  6, -1, -0.1, -3, -7, -4, 0, -3, 5
CSc1nsc(SCC(=O)N2CCN(c3ccccc3)CC2)n1
  10, -1, -1.8, 19, 6, 0, 1, 7, 0
COc1ccc(C(=O)C(CCC(CNC(C)(C)C)C(=O)c2ccc(OC)cc2)CNC(C)(C)C)cc1 (configuration not stated)
  x, x, x, x, x, 2, -11, 23, 7
O=S(=O)(Nc1ncccn1)c1ccc(F)cc1
  10, -2, -1.9, 5, -6, -19, -30, 6, -1
Cn1ccnc1C(=O)c1cc(SCC(=O)N2CCOCC2)nc2ccccc12
  11, 0, 0.5, -12, -10, 3, -3, 9, 10
O=C(COC(=O)CCc1ccc(S(=O)(=O)N2CCOCC2)cc1)Nc1ccccc1[N+](=O)[O-]
  -1, -1, -1.4, -2, -7, -4, -13, -2, -3
O=C(Nc1nc2c(s1)CCCC2)c1cccc(S(=O)(=O)N2CCCc3ccccc32)c1
  -19, -2, 0.5, 32, -26, 40, 3, 22, 5
O=C(NC1=NCCS1)Nc1ccccc1
  -97, -1, 2.9, -72, -61, -12, -71, -13, -4
COc1cc(NC(=O)COC(=O)CCOc2ccc(C)cc2)cc(OC)c1
  5, -8, 2.5, 30, 9, 8, -2, 6, -13
Cn1c(=O)c2c(ncn2CC(=O)N/N=C/C(Br)=C/c2ccccc2)n(C)c1=O
  -1, -1, -0.7, 1, 1, -8, 7, 6, 2
Cc1cc2n(n1)C(c1sccc1C)Nc1c(C)cccc1-2 (configuration not stated)
  15, 2, -0.2, 25, -9, -8, -1, 8, 2
CN1CCc2c(sc3c2C(=O)NC(c2ccc4c(c2)OCO4)N3)C1 (configuration not stated)
  -47, 1, -0.4, 17, -9, -6, 5, 19, -3
O=C(Nc1ccccc1C(=O)NCc1ccco1)NC1CCCCC1
  -12, 2, -0.7, 9, -12, 12, -9, -14, 5
CC(c1ccc(F)cc1)n1c(Cn2ncc3ccccc3c2=O)n[nH]c1=S (configuration not stated)
  -6, -1, 1.2, -30, 0, 2, 2, -20, -1
COc1ccc(OC)c(NC(=O)C2C3CCC(C3=C(C)C)C2C(=O)O)c1 (configuration not stated)
  30, -1, 1.7, 33, 2, 6, 5, -5, -4
CC(=O)NCCC(=O)Nc1ccc(F)cc1C
  5, 1, -1.0, 4, -4, -1, -4, -18, -11
Cc1ccc(-c2nc3ccccn3c2NC(=O)c2ccco2)cc1
  6, -2, -0.5, 6, -16, -6, 11, 0, -1
CCN(c1cc(C)cc(C)c1)S(=O)(=O)c1nnc(NC(=O)C(C)C)s1
  -4, -3, -3.0, 7, 1, 7, -5, 8, -2
O=C(Cc1cccs1)N1CCN(S(=O)(=O)c2cc(Cl)ccc2Cl)CC1
  -1, 0, -1.4, 2, 5, -6, -8, 16, -3
COc1ccc(CN(CC(=O)NCc2ccc(F)cc2)C(=O)c2csnn2)cc1
  -4, -3, -0.1, 16, 2, 6, 9, 0, 2
CNCc1ccccc1OCC(=O)Nc1ccccc1
  -2, 2, 2.4, 1, -29, 1, -4, -3, 6
COc1cc(/C=C(/C#N)c2nc3ccccc3[nH]2)ccc1OCc1ccc(C(=O)O)o1
  6, -3, -0.9, 11, -5, -3, -10, 9, 6
CC(=O)c1nn(-c2ccc(Br)cc2)cc1C(=O)c1ccccc1
  16, -1, -2.3, -14, -1, 52*, 4, 5, -1
COc1ccc(NC(=O)CSc2nnc(-c3cccs3)n2Cc2ccco2)cc1OC
  6, -2, -0.6, 8, -14, 29, 1, 3, -3
COc1ccc(-c2oc3ccccc3c2C(=O)OCc2ccccc2OC)cc1
  25, 5, -0.5, 32, -3, -6, 18, 24, 9
O=C(COC(=O)/C=C/c1ccccc1[N+](=O)[O-])NNC(=O)c1ccc(F)cc1
  -1, 0, -0.8, 19, 12, -2, -7, 11, -5
Cc1cccc(N2C(=S)N=C(Nc3c(C)cccc3C)C23CCOC(C)(C)C3)c1 (configuration not stated)
  -8, -1, -0.9, 18, -3, 20, -10, 16, 8
Cc1cc(O)c(C=O)c2c1C(=O)Oc1c(CO)c(O)c3c(c1O2)C(O)OC3=O (configuration not stated)
  -6, 0, -1.5, 21, -10, -9, 3, 16, 16
Cc1ccccc1CS(=O)(=O)c1nnc([C@H](Cc2ccccc2)NC(=O)OC(C)(C)C)o1
  -18, -7, -4.7, 100*, 15, 21, -1, 89*, 64*
c1ccc(-c2nc(NCC3CCCO3)c3oc4ccccc4c3n2)cc1 (configuration not stated)
  6, -2, 1.3, 17, 5, -16, 0, 20, 4
O=c1c2ccccc2ncn1-c1ccc([N+](=O)[O-])cc1[N+](=O)[O-]
  -52, 5, 1.0, 15, -26, -12, 23, -2, -2
CCOC(=O)CSc1ccc(S(=O)(=O)N(C)C2CCCCC2)cc1[N+](=O)[O-]
  1, -4, -1.1, 6, 2, -1, 11, 7, 5
Nc1nncn1C(=O)CCCN1C(=O)c2ccccc2C1=O
  6, -1, -0.9, 21, -10, -8, 1, 13, -11
CCc1ccc(OCCOCC(O)CNC2CCCC2)cc1 (configuration not stated)
  4, 0, 1.4, 15, 6, -8, 7, 15, -8
CCn1cc(C(=O)OCC(=O)N2C(C)CCCC2C)c(=O)c2ccc(C)nc21 (configuration not stated)
  11, 1, 2.0, 7, -8, -7, 43, 5, -3
CC(C)C(=O)NC(NC(=S)Nc1ccc(S(N)(=O)=O)cc1)C(Cl)(Cl)Cl (configuration not stated)
  -11, 0, -1.9, 10, 11, 5, -5, 26, 6
Cc1cc(=O)oc2cc(OCC3CC(c4ccc(Cl)cc4)=NO3)ccc12 (configuration not stated)
  15, 0, 3.0, 27, 12, -4, 1, 9, -2
Fc1ccc(N=Cc2ccc[nH]2)cc1
  9, 2, -2.7, -10, 3, 2, 0, 4, -6
Cc1cccc(C(=O)NC2CCN(C(=O)Nc3ccc(F)cc3)CC2)c1
  9, 2, 2.0, -2, 14, -14, 11, 0, 4
Cn1c(Cn2c(=O)sc3ccccc32)nnc1SCc1ccccn1
  8, 0, -0.6, 12, -2, -14, -1, 3, -4
CCc1ccc(N(C(=O)c2csnn2)C(C(=O)NC(C)(C)CC)c2ccccn2)cc1 (configuration not stated)
  4, 2, 1.5, -8, -14, -1, 5, 13, -1
COc1ccccc1C(=O)N1CC2(C)CC1CC(C)(C)C2 (configuration not stated)
  -1, 0, -0.2, 23, -1, -8, 5, 14, 0
COc1ccc([N+](=O)[O-])cc1NS(=O)(=O)Cc1ccccc1
  16, -6, 0.4, 15, -6, -3, -1, 16, 17
CCSc1nc(N2CCOCC2)c2c(c1C#N)CC(C)(C)N(C)C2
  -14, 0, -0.9, 2, -11, 8, 10, 0, 7
CC(C)(Cc1ccccc1)NC(=O)C(=O)c1cn(CC(=O)N2CCOCC2)c2ccccc12
  -29, -5, 2.3, -30, -7, -5, -11, 19, 5
Cc1ccccc1Nc1nnc(SCc2cc([N+](=O)[O-])cc3c2OCOC3)s1
  7, -2, -1.3, -5, 14, 22, 0, 13, 4
Cc1ccc(S(=O)(=O)N2CCC(=O)N(C(COCc3ccccc3)Cc3ccccc3)CC2)cc1 (configuration not stated)
  0, -2, 2.3, 19, 7, -5, 6, 8, -1
C=CCN(c1ccccc1)S(=O)(=O)c1cccc(C(=O)Nc2ncccc2C)c1
  14, -1, 0.1, 7, 15, 2, -8, 6, 25
O=C(Nc1cccc(-c2nc3ccccc3o2)c1)c1ccc(N2C(=O)C3C4C=CC(C4)C3C2=O)cc1 (configuration not stated)
  6, 2, -3.6, 59*, -7, 1, -3, 9, -1
CCOC(=O)CNC(c1ccccc1)c1cc(Br)ccc1NC(=O)OCC (configuration not stated)
  -38, -2, 0.1, -12, -7, -4, 8, 2, 8
C=CCNC(=O)C1CCCN(S(C)(=O)=O)C1 (configuration not stated)
  9, -4, 1.8, 10, 9, -8, -3, 1, 10

Quoted at random: 6 compounds from above.
Every second line gives: 697 NFkB inh, XBP1 UPR activ, CHOP UPR activ, Mdm2-MdmX inh, Jurkat NFkB inh, EBI2 antag, Gli-Sufu block, CCR6 antag, CXCR6 block
Cn1c(Cn2c(=O)sc3ccccc32)nnc1SCc1ccccn1
  8, 0, -0.6, 12, -2, -14, -1, 3, -4
CC(C)(Cc1ccccc1)NC(=O)C(=O)c1cn(CC(=O)N2CCOCC2)c2ccccc12
  -29, -5, 2.3, -30, -7, -5, -11, 19, 5
O=C(Nc1cccc(-c2nc3ccccc3o2)c1)c1ccc(N2C(=O)C3C4C=CC(C4)C3C2=O)cc1 (configuration not stated)
  6, 2, -3.6, 59*, -7, 1, -3, 9, -1
C=CCNC(=O)C1CCCN(S(C)(=O)=O)C1 (configuration not stated)
  9, -4, 1.8, 10, 9, -8, -3, 1, 10
CCOC(=O)CNC(c1ccccc1)c1cc(Br)ccc1NC(=O)OCC (configuration not stated)
  -38, -2, 0.1, -12, -7, -4, 8, 2, 8
C=CCN(c1ccccc1)S(=O)(=O)c1cccc(C(=O)Nc2ncccc2C)c1
  14, -1, 0.1, 7, 15, 2, -8, 6, 25

Two compounds from above, limited to Mdm2-MdmX inh, Gli-Sufu block and XBP1 UPR activ.
Compound | Mdm2-MdmX inh | Gli-Sufu block | XBP1 UPR activ
Cc1cccc(C(=O)NC2CCN(C(=O)Nc3ccc(F)cc3)CC2)c1 | -2 | 11 | 2
Cn1c(Cn2c(=O)sc3ccccc32)nnc1SCc1ccccn1 | 12 | -1 | 0
